# Bioassay records as filed in PubChem.
# RECQ1 helicase: RECQ1 (human) helicase inhibition. RECQ1 DNA unwinding, red fluorescence kinetic read. Potency, µM (doses to about 57.3 µM), without a hit: at the highest dose activity, negative = inhibition, actives largely listed as inhibitors. actives 0.54% (n = 240,000). P46063;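 further: plate controls were vehicle for no effect and no enzyme for full effect; nearly all actives have a fitted effect of over 30% in size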
#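 50 nM RECQ1T1 preincubated 15 min with compound in Tris pH 8.0 buffer with MgCl2, DTT, Tween-20 and 2.5 ug/ml poly(dI-dC); started with 200 nM TAMRA/BHQ-2 forked duplex and 2 mM ATP. Unwinding read as fluorescence (525/598 nm), two reads 2 h apart.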
# GAA glycogen: inhibitors or activators of human alpha-glucosidase glycogen cleavage; Potency, µM (series often up to 76.4 µM), for inactives: at the top dose activity change, negative = inhibition, actives largely listed as inhibitors; P10253; actives 0.38% (n = 300,000); recombinant GAA, glycogen substrate, Amplex Red glucose oxidase fluorescence;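 further: 0% = full enzyme reaction and -100% = no-enzyme basal signal; the screen sought inhibitors and activators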
#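 Recombinant enzyme (4 nM final) with compounds titrated up to 77 uM and bovine liver glycogen (30 ug) in citrate pH 5.0, 0.01% Tween-20, 37 C 40 min. Released glucose detected by Amplex Red/glucose oxidase (Ex 573/Em 610); AC50 from Hill fits.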
# TexasRed fluor: alters Texas Red total fluorescence, flagging assay interference | TRb/SRC2 Texas Red total fluorescence interference | actives 0.29% (n = 280,000) | Potency, µM (top dose mostly 106 µM), for inactives: at the highest dose fluorescence change, negative = quenching | AID 1479; active means well fitted curve in either direction with a large enough effect; inconclusive means small, poorly fitted or top-dose-only effect
#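 Human TRβ ligand-binding domain (0.6 uM) and Texas Red SRC2 peptide (20 nM) in Tris buffer with 1 uM T3 and 5% DMSO were incubated with pinned compound for 5 hr at ambient temperature. Total fluorescence was computed as S + 2P (555/632 nm).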
# RGS12 GoLoco inh: inhibitors of human Gai1-RGS12 GoLoco interaction (red fluorophore); P63096; Gai1:RGS12 GoLoco peptide FP, rhodamine, 10 min; Potency, µM (titrated, usually from 61.6 µM), for inactives: at the top dose activity, negative = inhibition, actives largely listed as inhibitors; actives 0.44% (n = 230,000); active means well fitted inhibition curve with a large enough effect, not every such curve was filed as active; inactive means no such curve, though single readings can be large or run the other way; further: nearly all actives have a fitted effect of over 30% in size; many of its hits are not listed in these tables
# TRb SRC2 PPI: inhibitors of human thyroid hormone receptor beta-SRC2 interaction. P10828. TRbeta-SRC2 peptide binding, fluorescence polarization; receptor liganded with 1 µM T3. Potency, µM (doses to about 106 µM), for the others: top-dose activity change, negative = inhibition, actives largely listed as inhibitors. actives 0.065% (n = 280,000). AID 1469;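 further: plate controls were bound peptide for no effect and peptide without receptor for full effect; nearly all actives have a fitted effect of over 50% in size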
#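 Fluorescence polarization of 20 nM Texas Red SRC2 peptide (20-aa NR interaction domain) bound to 0.6 uM human TRb ligand-binding domain, with 1 uM T3, after 5 hr at ambient temperature; inhibition seen as decreased polarization.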
# GAA inhib: alpha-glucosidase (human) inhibition. actives 0.005% (n = 200,000). AID 1466. Potency, µM (top dose mostly 76.9 µM), for the others: at the top dose activity change, negative = inhibition, hits mostly inhibitors. purified human GAA, 4-MU-alpha-glucoside fluorescence. P10253;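 further: plate controls were uninhibited enzyme wells for no effect and no-enzyme background for full effect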
#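 Fluorogenic assay: 4 nM human alpha-glucosidase with 400 uM 4-methylumbelliferyl-alpha-D-pyranoside in 50 mM citrate/phosphate, 0.005% Tween-20, pH 5.0, 20 min at room temperature. Compounds tested up to 77 uM; AC50 from Hill fits.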
# aGlu spleen mod: lysosomal alpha-glucosidase (human) modulation. human spleen homogenate, 4-MU-alpha-glucoside fluorescence. Potency, µM (top dose mostly 79.9 µM), without a hit: top-dose activity change, negative = inhibition, usual class: inhibitors. actives 0.006% (n = 240,000);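 further: 0% = enzyme with vehicle and -100% = no enzyme basal signal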
#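 AC50 values come from Hill-equation fits of concentration-response data, normalized to no-enzyme and full-activity controls. Enzyme source: 1 ug human spleen homogenate; 1 mM fluorogenic 4-MU glucoside, pH 5.0 citrate buffer, 37 C, 40 min.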
# L3MBTL1 inh: L3MBTL1 (human) inhibition; actives 0.66% (n = 230,000); Potency, µM (highest dose often 57.1 µM), for inactives: at the highest dose activity, negative = inhibition, hits mostly inhibitors; AlphaScreen L3MBTL1–H3K9me1 peptide binding; further: nearly all actives have a fitted effect of over 60% in size
# Target sequence (Q9Y468 whole entry, looked up): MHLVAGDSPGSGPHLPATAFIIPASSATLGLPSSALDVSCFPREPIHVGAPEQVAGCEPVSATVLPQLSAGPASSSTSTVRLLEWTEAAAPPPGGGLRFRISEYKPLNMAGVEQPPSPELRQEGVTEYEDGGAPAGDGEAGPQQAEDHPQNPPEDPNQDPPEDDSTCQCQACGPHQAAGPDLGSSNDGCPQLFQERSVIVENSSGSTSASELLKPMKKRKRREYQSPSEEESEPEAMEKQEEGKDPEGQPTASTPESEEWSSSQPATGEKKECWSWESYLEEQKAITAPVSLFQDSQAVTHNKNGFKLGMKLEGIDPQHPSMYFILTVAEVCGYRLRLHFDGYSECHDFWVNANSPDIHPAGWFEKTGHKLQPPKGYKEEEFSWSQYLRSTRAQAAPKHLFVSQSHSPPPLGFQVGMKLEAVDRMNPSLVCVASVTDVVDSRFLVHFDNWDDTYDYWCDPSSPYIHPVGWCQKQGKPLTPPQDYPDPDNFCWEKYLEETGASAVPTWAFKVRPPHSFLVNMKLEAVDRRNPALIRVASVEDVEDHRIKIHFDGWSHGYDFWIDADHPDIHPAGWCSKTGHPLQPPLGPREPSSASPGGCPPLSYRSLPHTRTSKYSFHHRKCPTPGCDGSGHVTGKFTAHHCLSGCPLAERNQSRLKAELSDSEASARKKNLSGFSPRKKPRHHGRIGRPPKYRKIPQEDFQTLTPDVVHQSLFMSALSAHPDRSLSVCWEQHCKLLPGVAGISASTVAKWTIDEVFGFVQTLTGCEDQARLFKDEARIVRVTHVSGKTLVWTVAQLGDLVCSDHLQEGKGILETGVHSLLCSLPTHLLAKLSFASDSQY
#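 First, the protein-peptide complex forms for 30 min at room temperature (L3MBTL1 50 nM, biotinylated H3K9me1 peptide 75 nM). Next, compounds are pin-transferred and incubated 30 min. Finally, AlphaScreen beads are added and read after 30 min.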
# Active calls of the source: *; i = inactive; u = inconclusive; x = no result given; & = joins results of further samples; [ ] = dose if it differs, or a comment. Unless noted, the call rests on the fitted dose curve; in most records, active means well fitted curve in the direction sought with a large enough effect; inconclusive means small, poorly fitted or top-dose-only effect, or another doubt; inactive means no such curve, though single readings can be large; an effect the other way counts as inactive or inconclusive. Unless noted, on the % scale 0 is the no-effect control and ±100 the full control effect; potency means the concentration at half of the fitted maximal effect. A portion of the library; the hit share may differ from the screen's.
SMILES,RECQ1 helicase,GAA glycogen,TexasRed fluor,RGS12 GoLoco inh,TRb SRC2 PPI,GAA inhib,aGlu spleen mod,L3MBTL1 inh
Cn1c(-c2csc(-c3ccccc3)n2)n[nH]c1=S,i,-10%,-5%,9%,-3%,4%,3%,32%[activator]
COC(=O)Nc1nnc(CC(=O)Nc2ccccc2C)s1,0%,-1%,-1%,-4%,-8%,-4%,-11%,26%
COc1ccc(C(=O)COC(=O)Cn2nnc3ccccc32)cc1Br,-1%,3%,0%,1%,-21%,-4%,-3%,3%
Cc1nnc(N2CCOCC2)c2nn(-c3cccc(Cl)c3)c(C)c12,-1%,2%,-1%,40%[activator],-2%,-1%,6%,3%
CCOC(=O)N1CCN(c2c(F)cc3[nH]c(=S)[nH]c3c2Br)CC1,i,-18%,-2%,-8%,-16%,-11%,-5%,-18%[11.4 µM]
COC(=O)c1c(-c2ccc(C(C)(C)C)cc2)csc1NC(=O)C1C2CCC(O2)C1C(=O)O (centres undefined),-4%,6%,-1%,9%,-1%,u,-25%,6%
O=C(NC1CC1)c1ccc2c(c1)ncn2C1CCCC1,-11%,4%,-2%,-9%,-8%,1%,-1%,11%
CCC(C)(C)n1nnnc1C(c1cccnc1)N1CCCc2ccccc21 (centres undefined),16%,0%,-3%,-11%,-4%,-3%,14%,-1%
CCN1C(=O)c2ccccc2S(=O)c2ccc(C(=O)NC3CC3)cc21 (centres undefined),-4%,3%,-1%,-15%,-1%,6%,-1%,29%
CCOC(=O)c1c(NC(=O)COC(=O)Cn2cnc3ccccc32)sc2c1CCC(C)C2 (centres undefined),-4%,-6%,-1%,4%,0%,-5%,-6%,-12%
O=C(NC1CCCC1)c1ccc(Br)s1,-9%,-1%,3%,-11%,9%,-4%,3%,3%
O=C(NCc1ccco1)C1CCCN(S(=O)(=O)c2cccc3nsnc23)C1 (centres undefined),2%,6%,-5%,4%,-5%,-3%,-2%,5%
NNC(=O)c1cc(Br)cs1,-1%,3%,-1%,2%,5%,0%,-4%,-5%
CCCCCCCCn1ccc(=N)cc1,6%,2%,0%,3%,-4%,x,-7%,4%
COc1ccc(-c2nnn(CC(=O)NC3CCCc4ccccc43)n2)cc1OC (centres undefined),i,4%,-2%,9%,-19%,-1%,-11%,-1%
CNc1ccc(/C=C2\CSc3ccccc3C2=O)cc1[N+](=O)[O-],i,-1%,-3%,14%,-7%,-2%,0%,-14%
COC(=O)Cn1c(=O)sc2ccccc21,5%,4%,0%,-4%,0%,-2%,-2%,x
COc1nc(C)ccc1-c1noc(-c2cccs2)n1,i,7%,-1%,13%,-8%,x,-4%,9%
C/C(=N/NC(=O)c1cccs1)c1cccs1,-4%,-4%,1%,14%,5%,x,-14%,3%
COc1cccc(C(=O)Nc2nc3c(c(=O)[nH]2)CCCC3)c1,i,5%,0%,10%,-1%,-2%,-10%,x
CC1CN(Cc2nc3c(c(=O)n(C)c(=O)n3C)n2CC(=O)c2ccccc2)CC(C)O1 (centres undefined),-3%,4%,-5%,-6%,-6%,-1%,-4%,u
CC(C)C[C@H](NC(=O)c1[nH]cnc1C(=O)N[C@@H](Cc1ccccc1)C(=O)OC(C)(C)C)C(=O)OC(C)(C)C,-26%,-17%,-1%,-2%,1%,x,0%,x
COc1cccc(C(O)CC(N)=O)c1 (centres undefined),-16%,10%,1%,4%,6%,-23%,-2%,u
O=C(NC(=S)Nc1cc(S(=O)(=O)N2CCOCC2)ccc1O)c1ccco1,-12%,u,1%,3%,-6%,-13%,0%,6%
COc1ccc(C(=O)NNC(=O)Cc2ccc(-c3ccccc3)cc2)cc1OC,i,6%,-1%,9%,-14%,-3%,6%,5%
Fc1cccc(Nc2ncnc3c2cnn3-c2ccccc2)c1,-19%,-4%,0%,1%,4%,x,4%,x
Cc1c(N2C(=O)C3C4C=CC(C4)C3C2=O)c(=O)n(-c2ccccc2)n1C (centres undefined),i,-2%,-8%,-2%,-6%,x,-2%,9%
O=c1c2ccccc2nc(SCCN2CCOCC2)n1CCc1ccccc1,i,-7%,0%[53 µM],4%,8%[53 µM],12%,-1%,-14%
Cc1c(C(=O)Nc2ccc(Cc3ccncc3)cc2)cccc1[N+](=O)[O-],-11%,0%,0%,-4%,5%,-1%,-1%,8%
CCCCOC(=O)C1CN(c2ccccc2)N=C1C(=O)OCC (centres undefined),2%,-5%,0%,-4%,-2%,0%,-3%,101%[activator]
Nc1c(C(=O)Nc2nccs2)sc2nc(-c3cccs3)cc(C(F)(F)F)c12,0%,-7%,0%,55%[activator],6%,-3%,0%,x
Cc1ccc(NC(NC(=O)c2cccs2)C(Cl)(Cl)Cl)cc1 (centres undefined),i,-12%,0%,-1%,-7%,u,-9%,-2%
CCC(C)(C)NC(=O)C(c1ccccc1)N(C(=O)c1csnn1)C1CC1 (centres undefined),i,5%,-3%,1%,-3%,-1%,2%,2%
CN(C)c1ccc(/C=C2\CCC/C(=C\c3ccccc3)C2=O)cc1,-2%,8%,1%,281%[activator],-7%,-1%,-6%,-4%
O=C(Nc1c(F)cccc1F)c1ccc(-n2cncn2)nc1,-8%,0%,-1%,8%,-1%,4%,-3%,2%
CCN(CC)CCCNC(=O)Cn1cnc2sc(C)c(S(=O)(=O)N3CCN(c4ncccn4)CC3)c2c1=O,-2%,9%,-3%,5%,1%,-17%,-10%,x
O=C1CC(NNc2ccccc2)C(=O)N1c1ccc(N2CCCCC2)cc1 (centres undefined),21%,u,-1%,99%[activator],-6%,6%,-2%,-26%
CCCCN1C(=O)C(O)(CC(=O)c2c(C)coc2C)c2ccccc21 (centres undefined),20%,5%,2%,11%,-3%,0%,-1%,-1%
CSc1nc2ccc(Br)cc2[nH]1,0%,16%,0%,9%,-4%,12%,0%,12%
c1ccc2[nH]c(-c3ccncc3)nc2c1,11%,-2%&-6%,-4%&-1%,1%&5%,-8%&5%,-3%,6%&2%,-3%
Cc1ccc(CC(=O)Nc2nc3c(s2)CCCC3)cc1,i,-3%,-2%,10%,-6%,-4%,2%,x
COc1ccccc1NC(=O)CCSc1nnc(-c2ccc(O)cc2)o1,0%,-2%,-4%,3%,2%,7%,-8%,-30%
CCn1cc(C(=O)NCC2CCCO2)c(=O)c2cc(S(=O)(=O)N3CCCCC3)ccc21 (centres undefined),10%,-7%,2%,-7%,-2%,2%,-3%,-3%
CCOC(=O)/C(=N\Nc1ccccc1)S(=O)(=O)c1ccccc1,i,4%,-6%,15%,-1%,u,-8%,x
CCCCSc1nnc(-c2ccc(NC(=O)CC)cc2)n1C,-3%,6%,1%,2%,6%,-2%,0%,x
CCOc1cc(C(=S)N2CCCC2)ccc1OC(=O)Cc1ccc(F)cc1,i,-4%,-1%,-1%,-6%,4%,-6%,4%
CCc1cc2c3c(c(=O)oc2cc1O)CCCC3,11%,1%,-4%,9%,2%,u,u,x
O=C(Nc1ccc2c(c1)CCC2)c1cc2ccccc2o1,-9%,0%,1%,4%,3%,-34%,2%,x
CC(=O)c1noc(C)c1C(=O)Nc1nccs1,-12%,8%,-7%,29%,1%,-6%,-5%,x
COc1ccccc1Nc1nc2c(s1)CCC2,i,-6%,-3%,5%,-15%,u,-15%,-7%
Cc1cc(=O)n(CCCO)c(O)c1C#N,-9%,-8%,0%,-6%,5%,-10%,3%,2%
O=C(NCc1ccccn1)c1ccc(Cl)s1,i,-3%,-5%,9%,-6%,2%,6%,x

# Twelve consecutive records out of the list so far, for reference:
SMILES,RECQ1 helicase,GAA glycogen,TexasRed fluor,RGS12 GoLoco inh,TRb SRC2 PPI,GAA inhib,aGlu spleen mod,L3MBTL1 inh
Cc1ccc(CC(=O)Nc2nc3c(s2)CCCC3)cc1,i,-3%,-2%,10%,-6%,-4%,2%,x
COc1ccccc1NC(=O)CCSc1nnc(-c2ccc(O)cc2)o1,0%,-2%,-4%,3%,2%,7%,-8%,-30%
CCn1cc(C(=O)NCC2CCCO2)c(=O)c2cc(S(=O)(=O)N3CCCCC3)ccc21 (centres undefined),10%,-7%,2%,-7%,-2%,2%,-3%,-3%
CCOC(=O)/C(=N\Nc1ccccc1)S(=O)(=O)c1ccccc1,i,4%,-6%,15%,-1%,u,-8%,x
CCCCSc1nnc(-c2ccc(NC(=O)CC)cc2)n1C,-3%,6%,1%,2%,6%,-2%,0%,x
CCOc1cc(C(=S)N2CCCC2)ccc1OC(=O)Cc1ccc(F)cc1,i,-4%,-1%,-1%,-6%,4%,-6%,4%
CCc1cc2c3c(c(=O)oc2cc1O)CCCC3,11%,1%,-4%,9%,2%,u,u,x
O=C(Nc1ccc2c(c1)CCC2)c1cc2ccccc2o1,-9%,0%,1%,4%,3%,-34%,2%,x
CC(=O)c1noc(C)c1C(=O)Nc1nccs1,-12%,8%,-7%,29%,1%,-6%,-5%,x
COc1ccccc1Nc1nc2c(s1)CCC2,i,-6%,-3%,5%,-15%,u,-15%,-7%
Cc1cc(=O)n(CCCO)c(O)c1C#N,-9%,-8%,0%,-6%,5%,-10%,3%,2%
O=C(NCc1ccccn1)c1ccc(Cl)s1,i,-3%,-5%,9%,-6%,2%,6%,x
